# Compound activity from PubChem BioAssay.
# N370S GC mod: inhibitors or activators of N370S glucocerebrosidase for Gaucher disease; 330,000 compounds, 0.092% hits; Potency, µM (doses to about 59.4 µM), without a hit: top-dose activity change, negative = inhibition, hits mostly inhibitors; N370S GC spleen homogenate, 4MU-glucoside fluorescence; P04062;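 note: 0% = full enzyme activity and -100% = no enzyme basal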
# TDP1 block: blocks human tyrosyl-DNA phosphodiesterase 1. AID 485290. 350,000 compounds, 0.28% hits. recombinant TDP1, AlphaScreen DNA substrate cleavage. Potency, µM (highest dose often 130 µM), for inactives: at the highest dose activity change, negative = inhibition, usual class: inhibitors. Q9NUW8; note: nearly all actives have a fitted effect of over 40% in size
# Target sequence (Q9NUW8 whole entry, looked up): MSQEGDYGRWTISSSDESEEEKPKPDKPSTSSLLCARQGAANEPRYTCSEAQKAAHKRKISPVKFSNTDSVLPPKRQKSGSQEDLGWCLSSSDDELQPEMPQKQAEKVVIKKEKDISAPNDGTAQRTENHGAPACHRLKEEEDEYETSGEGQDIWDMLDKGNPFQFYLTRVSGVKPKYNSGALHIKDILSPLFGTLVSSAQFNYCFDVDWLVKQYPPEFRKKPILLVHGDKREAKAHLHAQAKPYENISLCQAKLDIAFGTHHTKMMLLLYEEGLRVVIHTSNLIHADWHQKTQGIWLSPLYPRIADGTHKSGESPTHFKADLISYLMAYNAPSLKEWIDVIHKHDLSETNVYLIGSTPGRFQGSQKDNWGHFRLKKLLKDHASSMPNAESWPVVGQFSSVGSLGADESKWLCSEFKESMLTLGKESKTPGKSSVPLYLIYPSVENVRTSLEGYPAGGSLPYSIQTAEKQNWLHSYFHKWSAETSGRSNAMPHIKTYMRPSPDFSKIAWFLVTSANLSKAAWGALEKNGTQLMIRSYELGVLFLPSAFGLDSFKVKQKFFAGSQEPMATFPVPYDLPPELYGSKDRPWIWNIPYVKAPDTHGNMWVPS
#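 Here, a 5' biotin and 3' phosphotyrosine-FITC DNA oligonucleotide reports Tdp1 activity: intact substrate bridges AlphaScreen beads, while cleavage leaves a 3' phosphate and drops signal. All incubations at room temperature.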
# DT40 TDP1 no CPT: qHTS for Inhibitors of human tyrosyl-DNA phosphodiesterase 1 (TDP1): qHTS in cells in absence of CPT. 420,000 compounds, 15% hits. DT40 Tdp1-/- hTDP1 cells, no CPT, ATP luminescence, 48 h. AID 686978, 2013. Potency, µM (top dose mostly 46.2 µM), for the others: top-dose activity change, negative = growth inhibition, most hits filed as inhibitors; note: nearly all actives have a fitted effect of over 55% in size
#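 Stably hTDP1-transfected Tdp1-null chicken DT40 cells were treated with library compounds minus camptothecin and grown for at least 48 hr at 37 °C, after which cellular ATP was quantified by luminescence.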
# * hit, by the source's call; ? = inconclusive; / = not tested or not shown; [ ] = remark or other dose. Calls come from the whole dose curve; as a rule, active = well fitted curve in the direction sought with a large enough effect; inconclusive = small, poorly fitted or top-dose-only effect, or another doubt; inactive = no such curve, though single readings can be large; an effect the other way counts as inactive or inconclusive. Unless noted, % is set by controls: 0 for no effect and ±100 for the full control effect; potency is the fitted concentration of half-maximal effect. These rows are one share of the data; the hit share may differ from the screen's.
cpd | molecule | DT40 TDP1 no CPT | N370S GC mod | TDP1 block
1 | O=C(COC(=O)C1=NN(c2ccccc2)C(=O)CC1)NCc1ccccc1Cl | 5% | / | -2%[56.1 µM]
2 | CCOc1ccc(N2C(=O)CC(Sc3ncccn3)C2=O)cc1 (stereo not given) | ? | -4% | 3%
3 | CCN(C(=O)COC(=O)/C=C/c1ccc(C)o1)c1c(N)n(Cc2ccccc2)c(=O)[nH]c1=O | -14% | 2% | -2%[0.505 µM]
4 | CCC1(CC)NC(=O)N(CC(=O)Nc2cccc3ccccc23)C1=O | -3% | / | 0%
5 | O=C(Nc1cccc(Cl)c1)Nc1ccc2c(c1)OCO2 | 16µM* | 2% | 2%
6 | COc1ccc(S(=O)(=O)CCC(=O)Nc2c(C)cccc2C)cc1 | 14% | -1% | /
7 | CCCCCCc1ccc(OC(=O)c2ccncc2)cc1 | -23% | -3% | /
8 | N#C/C(=C\c1cccnc1)C(=O)Nc1ccc(SC(F)F)cc1 | ? | -17% | /
9 | CC(C)n1ncc2c(C(=O)N3CCN(Cc4ccc(Cl)s4)CC3)cc(C3CC3)nc21 | ? | / | 0%
10 | O=C(COc1ccccc1Cl)N1CCCC1 | 2% | -5% | 7%
11 | CC1(C)CC(=O)C2=C(C1)N(CC1CCCO1)C(=O)C2(NC(=O)c1cccnc1)C(F)(F)F (stereo not given) | -1% | 1% | 5%
12 | CCn1c(CNc2ccc(OC)cc2)nnc1SCC(=O)c1ccc(OC)cc1 | -22% | 2% | -5%
13 | Cc1nn(C)cc1CN(C)C(=O)CC12CC3CC(CC(C3)C1)C2 | ? | 0% | -3%
14 | Cc1ccccc1-n1c(-c2cccnc2)n[nH]c1=S | -9% | 2% | ?
15 | CCCC(=O)Nc1ccc(-c2csc(N/N=C\c3ccncc3)n2)cc1 | 8.2µM* | 11% | 7%

# Structural class: those above with an aryl methoxy group
cpd | molecule | DT40 TDP1 no CPT | N370S GC mod | TDP1 block
6 | COc1ccc(S(=O)(=O)CCC(=O)Nc2c(C)cccc2C)cc1 | 14% | -1% | /
12 | CCn1c(CNc2ccc(OC)cc2)nnc1SCC(=O)c1ccc(OC)cc1 | -22% | 2% | -5%

# Taken from above:
# cpd 6 in DT40 TDP1 no CPT has 14%
# cpd 14 in DT40 TDP1 no CPT has -9%
# cpd 9 in TDP1 block has 0%
# cpd 5 in N370S GC mod has 2%

# (listing goes on)
cpd | molecule | DT40 TDP1 no CPT | N370S GC mod | TDP1 block
16 | O=C(COc1ccccc1)Nc1ccc(S(=O)(=O)Nc2ncccn2)cc1 | -10% | 7% | 2%
17 | CCOc1ccccc1NC(=O)CCS(=O)(=O)c1ccc2c(c1)oc(=O)n2C | -19% | / | 6%
18 | CCNc1ncc2nc(C)c(=O)n(CCC#N)c2n1 | -5% | ? | /
19 | CC(=O)Nc1ccc(C(=O)OCC(=O)Nc2ccc(S(=O)(=O)N3CCOCC3)cc2)cc1 | -17% | / | 2%
20 | NC(=S)NNC(=O)c1ccccc1 | 5% | 8% | 2%
21 | COc1ccc(CCC(=O)NCc2cn3ccccc3n2)cc1 | -4% | -7% | /
22 | CCOc1ncccc1C(=O)N(C)CC1COc2ccccc2O1 (stereo not given) | -8% | 9% | 2%
23 | O=C1C2CC=C(Cl)CC2C(=O)N1CNc1ccccn1 (stereo not given) | 3% | 1% | 1%
24 | O=S(=O)(c1ccccc1)N1CCC2(CCN(c3ccncc3)CC2)CC1 | 13µM* | -3% | /
25 | O=C(COC(=O)C1=COCCO1)Nc1ccc([N+](=O)[O-])cc1C(F)(F)F | 5% | / | 1%
26 | CC1CCCCC12NC(=O)N(CC(=O)Nc1ccccc1N1CCOCC1)C2=O (stereo not given) | -10% | -5% | -5%
27 | COc1ccc(C(=O)Nc2ccc(N3CCCC3)cc2)cc1 | ? | 7% | 0%
28 | CCOc1ccc(OCc2ccc(C(=O)O)o2)cc1 | -26% | 4% | /
29 | CCOC(=O)C1=C(C)NC(=O)NC1c1c(O)ccc2ccccc12 (stereo not given) | -23% | 1% | 0%
30 | CCCC1CCC(c2ccc(/C(N)=N/O)cc2)CC1 (stereo not given) | 15µM* | 9% | -2%
31 | C[C@H](NC(=O)OC(C)(C)C)C(=O)N/N=C/c1ccc2nccnc2c1 | ? | -5% | 10%
32 | CCC(C)NS(=O)(=O)c1ccc(-c2csnn2)s1 (stereo not given) | -20% | 11% | 0%
33 | Cc1ccc(C(=O)N/N=C/c2c(O)ccc3ccccc23)cn1 | 2.9µM* | -8% | /
34 | O=C(COC(=O)Cc1ccccc1[N+](=O)[O-])NNC(=O)c1ccc([N+](=O)[O-])cc1 | 16% | / | 3%
35 | CCOc1ccc(-c2cn(-c3cccc(SC)c3)c(=O)[nH]2)cc1 | ? | -2% | -1%
36 | CCOc1ccc(CCNC(=O)Cn2nnc(-c3ccc(C(F)(F)F)cc3)n2)cc1OCC | ? | / | 5%
37 | Cc1ccc(CSCCNS(=O)(=O)c2ccc(C)cc2)cc1 | ? | 7% | 2%
38 | COc1ccc(N(C(=O)C(C)C)S(=O)(=O)c2cccc([N+](=O)[O-])c2)cc1 | ? | -3% | 0%
39 | COc1ccc(CN2CCN(CC=C(C)C)C(CCO)C2)cc1Cn1cccn1 (stereo not given) | 0% | -1% | 6%
40 | OCCN1CCN(Cc2cc(Br)cc(Br)c2O)CC1 | -24% | -12% | 2%
41 | Cc1ccc(C(=O)NCCCNC(=O)c2ccccc2F)cn1 | 14% | -7% | 4%
42 | CCCS(=O)(=O)N1CCC(C(=O)NCCN2CCC(Cc3ccccc3)CC2)CC1 | -25% | -3% | 6%
43 | COc1ccc(S(=O)(=O)NC2(C(F)(F)F)N=C3SCCN3C2=O)cc1 (stereo not given) | 1% | 7% | 4%
44 | COc1ccc(OC)c(C(=O)CSc2nnc(-c3cccs3)n2C)c1 | 6% | 2% | -2%
45 | CC(C)NCC(O)COc1ccccc1-n1cccc1 (stereo not given) | -21% | 8% | 5%
46 | CCN(CC(=O)NCc1cccs1)C(=O)c1cccc(S(=O)(=O)N(C)C)c1 | -14% | / | 0%
47 | Cc1[nH]c(=O)[nH]c(=O)c1/C=N/NC(=O)[C@H](C)N | ? | -4% | -10%
48 | Cc1ccc(CCC(=O)Nc2ccc(CC(=O)O)cc2)o1 | ? | 10% | 6%
49 | CCOCCCNc1nc2c(C)cccn2c(=O)c1/C=C1\SC(=S)N(C(C)CC)C1=O (stereo not given) | ? | 14% | 3%
50 | CCn1ncc(S(=O)(=O)NCc2ccccc2Cl)c1C | 19% | -10% | 1%
51 | CN(C)c1nc(N(C)C)nc(N2CC(=O)N(c3ccccc3)C2=N)n1 | ? | -1% | -4%
52 | Cc1ccc2[nH]c(=O)c3cc(C(=O)NC(C)C)sc3c2c1 | ? | 20% | /
53 | CCCc1c(NC(=O)Nc2ccc(F)cc2)cnn1-c1ccc(Cl)cc1 | ? | 20% | 7%
54 | COc1ccc(NC(=O)Nc2c[nH]c(=O)[nH]c2=O)cc1OC | -8% | -8% | /
55 | Cc1ccc(C(=O)CSc2nc(C)cc(C)c2C(=O)Nc2cccc(C)c2)cc1 | ? | / | -6%
56 | CC1CCC2(CC1)NC(=O)N(CC(=O)c1ccc(Cl)s1)C2=O (stereo not given) | 12% | -1% | 2%
57 | CS(=O)(=O)c1ccc(Cl)c(NC(=O)COC(=O)/C=C/c2cnc3ccccc3n2)c1 | 18% | -1% | 3%
58 | CC(=O)Nc1nc2c(c3c1c(=O)oc1ccccc13)CCCC2 | / | 21% | -4%
59 | OCC#CCSc1nnc(-c2ccccc2Br)o1 | -18% | 1% | 5%
60 | O=C(COc1ccccc1)Nc1ccc(Cl)cc1Cl | / | 17% | -5%

# Some of the entries so far, as labelled records.
[51] CN(C)c1nc(N(C)C)nc(N2CC(=O)N(c3ccccc3)C2=N)n1
  DT40 TDP1 no CPT: ?
  N370S GC mod: -1%
  TDP1 block: -4%

[57] CS(=O)(=O)c1ccc(Cl)c(NC(=O)COC(=O)/C=C/c2cnc3ccccc3n2)c1
  DT40 TDP1 no CPT: 18%
  N370S GC mod: -1%
  TDP1 block: 3%

[54] COc1ccc(NC(=O)Nc2c[nH]c(=O)[nH]c2=O)cc1OC
  DT40 TDP1 no CPT: -8%
  N370S GC mod: -8%
  TDP1 block: /

[53] CCCc1c(NC(=O)Nc2ccc(F)cc2)cnn1-c1ccc(Cl)cc1
  DT40 TDP1 no CPT: ?
  N370S GC mod: 20%
  TDP1 block: 7%

# (further entries)
cpd | molecule | DT40 TDP1 no CPT | N370S GC mod | TDP1 block
61 | Nc1nc(CSC(=S)N2CCOCC2)nc(Nc2ccccc2)n1 | ? | 0% | 3%
62 | COc1ccc2c(c1)NC(c1ccc(OCC(C)C)cc1)=NC(c1ccncc1)=N2 | ? | / | 12%
63 | Cc1ccc(F)cc1NC(=O)COC(=O)C1CCN(c2ccc(C(F)(F)F)cn2)CC1 | 6% | 0% | /
64 | COc1ccc(NC(=O)C2Cc3ccccc3CN2C(=O)c2ccco2)cc1 (stereo not given) | -4% | 0% | /
65 | COc1ccc(C2=NN(S(C)(=O)=O)C(c3ccc4nccnc4c3)C2)cc1 (stereo not given) | -21% | 3% | -2%
66 | Cc1cc(C)c2sc(NC(=O)c3ccc(S(=O)(=O)N4CCOCC4)cc3)nc2c1 | ? | / | -5%
67 | CC(=O)N/C(=C/c1ccccc1)C(=O)NC(Cc1ccccc1)C(=O)O (stereo not given) | -16% | 0% | 3%
68 | CCc1ccccc1NC(=O)CSc1nc2ccccc2n1CC(=O)N1CCCC1 | ? | 4% | -5%
69 | CC(C)n1c(SCC(=O)Nc2ccccc2)nc2c1c(=O)n(C)c(=O)n2C | ? | 6% | -5%
70 | Cc1cccc(NC(=O)c2ccc(COc3ccccc3)o2)n1 | -4% | 2% | 1%
71 | O=C(Nc1cccc([N+](=O)[O-])c1)c1cnccn1 | -8% | 1% | -5%
72 | COc1ccc(-c2c(-c3ccc(OCC(=O)NN)cc3O)n[nH]c2C)cc1 | ? | 3% | 8%
73 | Cc1ccccc1NC(=O)CCN1CCN(CCO)CC1 | 11% | -4% | 1%
74 | Cn1c(N2CCOCC2)c(C#N)c2ccccc21 | ? | -6% | /
75 | O=C(CSCc1cccc(Cl)c1)OCc1nc2ccsc2c(=O)[nH]1 | -8% | -1% | 0%[0.505 µM]
76 | CCOC(=O)c1c(N2C(=O)C3C4C=CC(C4)C3C2=O)sc2c1CCC(C)C2 (stereo not given) | -16% | 9% | -1%
77 | COc1ccc(C)cc1NC(=O)C(OC(=O)c1ccc(Cl)c(S(=O)(=O)N(C)c2ccccc2)c1)c1ccccc1 (stereo not given) | ? | 15% | /
78 | CN(C)/C=N/C(=S)Nc1ccc(Cl)cc1Cl | ? | -3% | 3%
79 | CC(C)CNC(=S)N(CCCN(C)C)Cc1cc2cc3c(cc2[nH]c1=O)OCCO3 | 5% | 18% | /
80 | O=C(c1cccc([N+](=O)[O-])c1)N1CCN(c2ccc(Cl)cc2)CC1 | 15µM* | 6% | 0%
81 | CC1Cc2ccccc2N1C(=O)C1CCCN(S(=O)(=O)c2cccc3nsnc23)C1 (stereo not given) | 15µM* | -1% | 6%
82 | COc1ccc(CNC(=O)N2CCN(S(=O)(=O)c3ccc(C)cc3C)CC2)cc1 | -29% | -4% | -8%
83 | CC1CCC2(CC1)NC(=S)N(C(C)(C)C)N2 (stereo not given) | -12% | -1% | 1%
84 | Cc1ccc(CSCCC(=O)NCCC2=CCCCC2)cc1 | -19% | 3% | -4%
85 | O=C(Nc1cccc(C(F)(F)F)c1)Nc1ccc(N2CCCC2)c(S(=O)(=O)Nc2ccccc2Cl)c1 | 2.9µM* | 3% | 8%
86 | O=C1OC[C@@H]2CCCN2C(=O)[C@@H](CC(=O)N(CCO)Cc2ccccc2)C/C=C\C[C@H]1Cc1ccc(F)cc1 | 15µM* | / | 1%
87 | CC(=O)c1c(C)n(-c2ccc(C)cc2C)c2ccc(O)cc12 | -22% | -2% | /
88 | Cc1cccn2cc(-c3ccc(Cl)cc3)nc12 | ? | -5% | /

# An excerpt of these results, with two lines to a compound.
# Fields: DT40 TDP1 no CPT	N370S GC mod	TDP1 block
84	Cc1ccc(CSCCC(=O)NCCC2=CCCCC2)cc1
 : -19%	3%	-4%
85	O=C(Nc1cccc(C(F)(F)F)c1)Nc1ccc(N2CCCC2)c(S(=O)(=O)Nc2ccccc2Cl)c1
 : 2.9µM*	3%	8%
86	O=C1OC[C@@H]2CCCN2C(=O)[C@@H](CC(=O)N(CCO)Cc2ccccc2)C/C=C\C[C@H]1Cc1ccc(F)cc1
 : 15µM*	/	1%
87	CC(=O)c1c(C)n(-c2ccc(C)cc2C)c2ccc(O)cc12
 : -22%	-2%	/
88	Cc1cccn2cc(-c3ccc(Cl)cc3)nc12
 : ?	-5%	/
